# EPAC1 antag: antagonists of human EPAC1; EPAC1 GEF assay, Rap1b-BODIPY-GDP exchange fluorescence; Potency, µM (top dose mostly 115 µM), inactives show at the highest dose activity change, negative = inhibition, usual class: inhibitors; 360,000 compounds, 0.14% hits; AID 720709;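 further: potency means the concentration at half of the fitted maximal effect; plate controls were vehicle for no effect and positive control for full effect; nearly all actives have a fitted effect of over 50% in size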
# EPAC2 antagonist: blocks human EPAC2 exchange factor; Q8WZA2; 360,000 compounds, 0.18% hits; EPAC2 GEF exchange of Rap1B-BODIPY-GDP, fluorescence; AID 720708; Potency, µM (titrated, usually from 114 µM), for the others: at the top dose activity, negative = inhibition, usual class: inhibitors; further: potency means the concentration at half of the fitted maximal effect; on the % scale 0 is the no-effect control and ±100 the full control effect; nearly all actives have a fitted effect of over 45% in size; many of its hits are not listed in these tables
# CCT modulator: changes cytosolic chaperonin activity | activity change, % (concentration not given with the values), hits read low | purified chaperonin ATPase assay, HTRF ADP detection, 30 min | 360,000 compounds, 0.3% hits; in the data active means activity change below about -30%; further: on the % scale 0 is the no-effect control and ±100 the full control effect
#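 Enzyme 40 or 20 nM (batch-dependent) in Tris pH 7.4/KCl/MgCl2/DTT; cpd 76 uM single point; ATP 10 uM; 30 min 37 °C; Transcreener ADP HTRF detection, 30 min RT; ratio 665/615.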
# EPAC1 ag: agonists of human EPAC1. O95398. EPAC1 agonist qHTS, biochemical assay; response scale: 100% = response to 6.5 mM cAMP. Potency, µM (series often up to 154 µM), for the others: at the highest dose activation, actives largely listed as activators. 360,000 compounds, 0.073% hits. AID 720707; further: potency means the concentration at half of the fitted maximal effect; nearly all actives have a fitted effect of over 60% in size
#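 Nucleotide exchange by EPAC1 (100 nM) on Rap1B–BODIPY-GDP (250 nM) in the presence of 50 uM GDP is tracked fluorescently at 480/540 nm over 30 min. Signals are normalized to a 6.5 mM cAMP control.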
# PI5P4Ka inh: blocks human PI5P4K alpha kinase activity | max response, % | PI5P4Kalpha enzyme, ADP-Glo luminescence, 60 min; hits give low values | 330,000 compounds, 1.2% hits | AID 652105 | P48426; active means max response of -50% or lower; inconclusive means between -30% and -50%; inactive means -30% or higher; further: value at the top dose of about 77 µM; on the % scale 0 is the no-effect control and ±100 the full control effect
# Target sequence (P48426 whole entry, looked up): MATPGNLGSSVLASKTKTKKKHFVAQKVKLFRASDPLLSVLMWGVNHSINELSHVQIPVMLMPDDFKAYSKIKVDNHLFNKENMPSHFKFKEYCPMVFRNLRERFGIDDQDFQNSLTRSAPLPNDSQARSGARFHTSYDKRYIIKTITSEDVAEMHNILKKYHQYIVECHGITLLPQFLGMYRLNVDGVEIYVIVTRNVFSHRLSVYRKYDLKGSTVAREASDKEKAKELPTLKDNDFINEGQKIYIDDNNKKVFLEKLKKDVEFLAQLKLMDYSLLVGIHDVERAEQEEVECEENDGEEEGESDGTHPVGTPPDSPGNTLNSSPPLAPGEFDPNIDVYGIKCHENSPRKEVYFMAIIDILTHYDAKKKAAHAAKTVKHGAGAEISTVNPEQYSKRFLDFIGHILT
#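 ADP-Glo luminescence end-point after a 60 min room-temperature kinase reaction. PI5P4Kalpha and substrate in HEPES pH 7.4 buffer with EGTA, 0.1% CHAPS and 5% DMSO; ATP at 5 microM final.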
# WRN inhibitor: WRN helicase (human) inhibition | Q14191 | WRN helicase unwinding, fluorescent forked duplex, kinetic | Potency, µM (doses to about 114 µM), inactives show at the highest dose activity change, negative = inhibition, actives largely listed as inhibitors | 360,000 compounds, 0.46% hits; further: potency means the concentration at half of the fitted maximal effect; on the % scale 0 is the no-effect control and ±100 the full control effect; nearly all actives have a fitted effect of over 55% in size
#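 Fluorescence dequenching readout, ex 525 nm/em 598 nm, kinetic mode: forked duplex DNA (100 nM final) with adjacent fluorophore and quencher unwound by WRN (20 nM final) with 2 mM ATP. Compound preincubation 15 min, room temperature.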
# PLK1 PBD inh: PLK1 (human) polo-box domain binding inhibition. Plk1 PBD binding of FITC phosphopeptide, fluorescence polarization. Potency, µM, without a hit: max response, negative = inhibition, actives largely listed as inhibitors. 360,000 compounds, 2.8% hits. AID 720504; further: potency means the concentration at half of the fitted maximal effect; series mostly up to about 57 µM; on the % scale 0 is the no-effect control and ±100 the full control effect; nearly all actives have a fitted effect of over 65% in size
# Target sequence (P53350 whole entry, looked up, the tested form may be a part): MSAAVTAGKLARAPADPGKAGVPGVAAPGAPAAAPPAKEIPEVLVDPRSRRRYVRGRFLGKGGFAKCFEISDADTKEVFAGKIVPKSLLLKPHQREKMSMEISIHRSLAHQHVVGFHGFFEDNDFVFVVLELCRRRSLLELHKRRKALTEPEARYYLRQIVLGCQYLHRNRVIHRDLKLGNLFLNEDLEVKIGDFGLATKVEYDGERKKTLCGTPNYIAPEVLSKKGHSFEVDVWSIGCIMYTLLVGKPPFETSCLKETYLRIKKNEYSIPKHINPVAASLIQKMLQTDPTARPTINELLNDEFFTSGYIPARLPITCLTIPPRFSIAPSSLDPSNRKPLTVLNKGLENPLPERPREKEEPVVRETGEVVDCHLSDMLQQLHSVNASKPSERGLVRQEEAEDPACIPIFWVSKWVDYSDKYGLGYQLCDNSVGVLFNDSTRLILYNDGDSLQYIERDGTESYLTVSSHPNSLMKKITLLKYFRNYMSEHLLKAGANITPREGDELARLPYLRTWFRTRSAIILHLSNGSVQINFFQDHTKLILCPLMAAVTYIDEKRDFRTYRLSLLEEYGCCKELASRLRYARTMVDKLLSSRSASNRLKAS
# Mm-Cpn inhibitor: blocks the Methanococcus maripaludis chaperonin Mm-Cpn; 330,000 compounds, 0.031% hits; purified Mm-Cpn ATPase, ADP Transcreener TR-FRET; Potency, µM (titrated, usually from 76.9 µM), without a hit: at the top dose activity, negative = inhibition, most hits filed as inhibitors; AID 504842; further: potency means the concentration at half of the fitted maximal effect; on the % scale 0 is the no-effect control and ±100 the full control effect; nearly all actives have a fitted effect of over 80% in size
#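 Eu-cryptate anti-ADP/ADP-d2 competition gives a ratio inversely related to ADP. Enzyme at 25 nM was pre-exposed to compound for 10 min, then given 10 uM ATP for 30 min, 37°C throughout.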
# * = called active by the depositor; ? = inconclusive; · = no result given; & = joins results of further samples; [ ] = another dose, or the depositor's remark. Unless noted, the call rests on the fitted dose curve; in most records, active means well fitted curve in the direction sought with a large enough effect; inconclusive means small, poorly fitted or top-dose-only effect, or another doubt; inactive means no such curve, though single readings can be large; an effect the other way counts as inactive or inconclusive. A portion of the library; count on the stated rates, not on these rows.
SMILES,EPAC1 antag,EPAC2 antagonist,CCT modulator,EPAC1 ag,PI5P4Ka inh,WRN inhibitor,PLK1 PBD inh,Mm-Cpn inhibitor
COc1cc(/C=C2/CC/C(=C/c3ccc(O)c(OC)c3)C2=O)ccc1O,-5%,6%,-2.2,7%,-25,-34%,?,-2%
CCC(CNc1cc(OC)cc2cccnc12)NC1CCCCC1 (centres undefined),7%,-5%,-0.4,7%,-7,3%,-26%,-6%
O=C(CN(Cc1ccco1)C(=O)Cn1nnc(-c2ccc(F)cc2)n1)NC1CCCC1,-16%,-6%,-0.9,5%,·,-5%,-4%,0%
CCOc1ccc(C(=O)Nc2c3c(nn2-c2cccc(Cl)c2)CS(=O)C3)cc1 (centres undefined),12%,8%,-0.2,-5%,·,5%,-2%,1%
CCN(CC)CC#CCC(O)(c1ccccc1)c1ccc(Br)cc1 (centres undefined),-24%,10%,-2.6,-1%,1,-4%,-14%,0%
CCC(=O)c1ccccc1OCCSc1nc(C)cc(=O)[nH]1,-8%,-9%,-1.5,7%,·,-5%,-8%,2%
CCc1ccc(C(=O)NNC(=O)c2ccc(OCC(=O)N3CCOCC3)c(OC)c2)cc1,-14%,-2%,0.5,11%,0,1%,-5%,0%
N#Cc1ccc(OCC(=O)NNC(=S)NC2CCCCC2)cc1,14%,0%,-0.6,-2%,8,1%,-7%,-1%
COc1cc(/C=C2/C(=O)NN(c3ccccc3)C2=O)cc(Br)c1O,-7%,-27%,0.5,-1%,-55*,-13%,-8%,-4%
COc1ccccc1C(CCNCc1ccc(N(C)C)cc1)c1ccc(OC(C)C)cc1 (centres undefined),-14%,11%,-0.2,-10%,-6,-7%,-5%,1%
Cc1cccc(NCc2cccc3ccccc23)n1,-3%,?,-5.9,1%,8,1%,1%,1%
Cn1c(=O)c2sccc2n(Cc2ccc(Br)cc2)c1=O,-5%,-2%,-0.3,3%,0,7%,-8%,-12%
COc1cccc(C(=O)C2CN(c3ccccc3)CC2c2ccc(Cl)cc2)c1 (centres undefined),-1%,-1%,-1.8,17%,·,-8%,-9%,-13%
Cc1nc(N2CCOCC2)c2c(C)c(C(=O)Nc3ccccc3Cl)sc2n1,3%,-2%,0.7,-8%,6,-4%,2%,-3%
COc1cc(C)c(Cl)cc1S(=O)(=O)NCC1CCCO1 (centres undefined),-9%,0%,-0.1,3%,6,-14%,-1%,-1%
COC(=O)[C@]12CCCCC=C1N(CCC1=CCCCC1)C(=O)[C@H](CC(=O)N1CCCC1)C2,-1%,-3%,-1.9,1%,8,-3%,-3%,·
Cc1cc(S(=O)(=O)N(Cc2ccccc2F)C2CC2)ccc1-n1cnnn1,-25%,-5%,0.3,-1%,11,0%,3%,-3%
CC(=O)NNc1nc(-c2ccc(C)cc2)cs1,-13%,-8%,-0.7,-8%,12,8%[57.1 µM],-12%,0%
O=C(Nc1cccc(C(F)(F)F)c1)c1cc(Br)cc2c1OCC2,9%,-3%,-0.5,3%,5,-1%,-2%,-24%
Cc1cc(=O)oc2cc(OCC(=O)OC(C)C(=O)Nc3ccc(S(N)(=O)=O)cc3)ccc12 (centres undefined),1%,-1%,0.2,3%,1,-1%,-2%,-3%
O=[N+]([O-])c1ccc(NN=Cc2ccco2)nc1,-14%,11%,-0.7,8%,?,-3%[11.6 µM],-1%,·
COC(=O)c1cc(C(=O)OCC(=O)N2CCCCC2)cc([N+](=O)[O-])c1,-5%,-1%,-2.1,10%,-3,3%,-7%,0%
COc1cccc(OC)c1C(=O)OCC(=O)/C(C#N)=C(\C)N,-7%,-32%,-0.1,1%,5,-7%,-7%,-4%
Nc1ccc(N2CCOCC2)c(S(=O)(=O)Nc2cc(Cl)ccc2Cl)c1,-27%,-7%,-1.2,7%,?,-4%[57.1 µM],-14%,-6%
O=C1C=C(c2ccc(Oc3ccccc3)cc2)C[C@@H](c2ccc(F)cc2)C1,2%,5%,0.3,2%,2,-2%,-7%,0%

# Reprinted at random: three compounds from above.
SMILES,EPAC1 antag,EPAC2 antagonist,CCT modulator,EPAC1 ag,PI5P4Ka inh,WRN inhibitor,PLK1 PBD inh,Mm-Cpn inhibitor
Cc1cc(=O)oc2cc(OCC(=O)OC(C)C(=O)Nc3ccc(S(N)(=O)=O)cc3)ccc12 (centres undefined),1%,-1%,0.2,3%,1,-1%,-2%,-3%
CCOc1ccc(C(=O)Nc2c3c(nn2-c2cccc(Cl)c2)CS(=O)C3)cc1 (centres undefined),12%,8%,-0.2,-5%,·,5%,-2%,1%
COc1cc(C)c(Cl)cc1S(=O)(=O)NCC1CCCO1 (centres undefined),-9%,0%,-0.1,3%,6,-14%,-1%,-1%

# (list continues)
SMILES,EPAC1 antag,EPAC2 antagonist,CCT modulator,EPAC1 ag,PI5P4Ka inh,WRN inhibitor,PLK1 PBD inh,Mm-Cpn inhibitor
C=CCc1cccc2cc(C(=O)N(CC)CC)c(=O)oc12,4%,18%,-0.3,5%,·,1%,-1%,-4%
CCCC(=O)N/C(N)=N/c1nc(C)c2cc(C)ccc2n1,6%,6%,-11,9%,-7,25%,-5%,1%
O=S(=O)(c1ccc(Br)cc1)N1CCOC12CCCCC2,-22%,-4%,1.6,1%,-3,0%,-14%,0%
Cc1ccc(S(=O)(=O)NCCCCCC(N)=O)cc1,-13%,1%,-1.5,-8%,2,6%,-4%,0%
Cc1ccc(C(=O)NC2CCN(C(=O)Nc3ccccc3Cl)CC2)cc1,19%,4%,-0.5,-4%,-8,2%,-10%,0%
O=C(COC(=O)CN1C(=O)C2CC=CCC2C1=O)Nc1cc(C(F)(F)F)ccc1N1CCOCC1 (centres undefined),2%,-6%,-3.1,-2%,-2,-1%,-3%,1%
COc1cc(NC(=O)[C@H]2O[C@@H](n3ccc(N)nc3=O)[C@H](O)[C@@H]2O)cc(OC)c1OC,5%,16%,-0.9,4%,0,-3%,3%,·
CCn1c(CNC(=O)c2ccc3c(c2)OCO3)nnc1SCC(=O)Nc1ccccc1F,-12%,0%,-2.3,6%,-13,-5%,-2%,1%
CC1CCC(N2CCN(C(=O)c3ccccc3F)CC2)CC1 (centres undefined),-1%,-8%,0.2,15%,1,2%,-3%,0%
COCCN=C1N[C@@H](c2ccc(Br)cc2)C(C(=O)OC)=C(C)N1Cc1ccccc1,-12%,-1%,1.5,8%,-12,-8%,-3%,-1%&0%
CCn1nc(C)c(CNC(=O)C2CCC(=O)N(Cc3ccc(Cl)cc3)C2)c1C (centres undefined),-3%,-25%,1.3,-3%,1,-9%,-2%,-3%
CCOC(=O)Nc1ccc2c(c1)nc1n2CCN(CCOC)C1,10%,0%,-1.1,10%,0,-11%,-17%,2%
CCOC(=O)c1ccc(Nc2cc(C)nc3ncnn23)cc1,1%,5%,-7.5,0%,·,-7%,-14%,3%
CSCCC(NS(=O)(=O)c1cccc(C(F)(F)F)c1)C(=O)Nc1ccccc1N1CCCC1 (centres undefined),-15%,-13%,-1.2,-2%,0,3%,-9%,1%
Cc1ccc(OCc2nnc(SCc3ccc(C#N)cc3)n2-c2ccc(C)cc2)cc1,-21%,-15%,0.7,21%,·,-18%,-3%,3%
Cc1ccc(Cc2c(C(C)(C)C)nc3ccc(Br)cn23)cc1,-16%,-16%,0.3,-15%,-4,-1%,-16%,·
CC1CCN(c2ncnc3c2cnn3Cc2ccc(Cl)cc2)CC1,7%,2%,1.7,16%,4,-12%,?,1%
CCc1cccc(NC(=S)N(CCCN2CCOCC2)C(C)c2cc3cccc(OC)c3o2)c1 (centres undefined),?,-11%,0.2,12%,11,-10%,0%,0%
Cc1cc(C(=O)N/N=C/c2ccc[nH]2)n[nH]1,-11%,19%,1.3,8%,-2,-28%[57.1 µM],-6%,-1%
CCN(CC)S(=O)(=O)c1cc(Cl)ccc1OC,9%,-1%,-3.7,1%,-1,-5%,0%,0%
COc1ccc(C(=O)NCC(=O)OCc2ccc(F)cc2Cl)cc1OC,-9%,-14%,1.1,-4%,6,-11%,3%,1%
O=C(CSc1nnc(-c2cnccn2)n1Cc1ccco1)Nc1ccc(Br)cc1,4%,-2%,-1.6,6%,-10,-12%,-5%,·
CS(=O)(=O)c1ccc2nc(NC(=O)c3cc(-c4ccccc4)nn3-c3ccccc3)sc2c1,-24%,-2%,-29,5%,-6,-2%,-11%,-18%
Cc1nn(Cc2nnc(SCC(=O)Nc3ccc(Cl)cc3)n2C)c(C)c1[N+](=O)[O-],13%,-1%,-0.9,8%,-6,-28%,-8%,-14%
CCN(c1ccccc1)S(=O)(=O)c1ccc(OC)c(NC(=O)c2ccccc2OC)c1,19%,7%,1.4,16%,12,-10%,-1%,1%
# Next structures.
SMILES,EPAC1 antag,EPAC2 antagonist,CCT modulator,EPAC1 ag,PI5P4Ka inh,WRN inhibitor,PLK1 PBD inh,Mm-Cpn inhibitor
CC(C)(C)NC(=O)C1c2ccccc2OCC(=O)N1Cc1ccccc1 (centres undefined),-14%,-2%,-0.6,-1%,-2,-3%,-14%,·
CCC(Cc1ccccc1)NC(=O)C1CC1 (centres undefined),12%,9%,-3.5,9%,8,2%,-3%,1%
N#CC12CCCCC1CC1CCCCC1(C#N)N2N (centres undefined),-4%,6%,1.0,?,-4,-19%,17%,-2%
CCN(CC)c1ccc(C(=O)NNC(=O)CNC(=O)c2ccco2)cc1,9%,12%,0.4,-2%,-6,6%,-2%,0%
S=C1NC2=C(CCC/C2=C\c2ccccc2)C(c2ccccc2)N1 (centres undefined),1%,10%,0.5,7%,-22,-14%,?,0%
Cc1cc(O)cc(O)c1C(=O)Cc1cscn1,-12%,7%,0.1,11%,-11,-8%,2%,0%
C/C(N)=C(/C#N)C(=O)COC(=O)c1ccc(O)cc1,-3%,19%,-2.6,-2%,1,-11%,4%,-8%
O=C(CN1CCCc2ccccc21)NC(=O)NC1CCCCC1,-11%,-14%,-0.6,10%,?,2%,27µM*,0%
CC(C)N1C(=O)CCC1C(=O)N1CCCc2ccccc21 (centres undefined),2%,-2%,-1.6,4%,·,-7%,-10%,0%
COc1ccc(CCC(=O)N(C)CC(=O)Nc2ccc(N3CCOCC3)cc2)cc1,5%,-5%,-1.0,11%,-4,-29%,-8%,0%
CS(=O)(=O)Nc1ccccc1C(=O)N1CCOCC1,-13%,-7%,1.1,1%,5,5%,-12%,·
C=CCSc1nnc(-c2sc(-c3ccccc3)nc2C)n1C,7%,5%,-0.9,-8%,0,5%,0%,0%
COc1cc(OC)cc(C(=O)NNC(=O)CCC2CCCC2)c1,-3%,-2%,1.3,-1%,-10,-8%,-2%,-4%
Cn1c(=O)c2c(nc(Br)n2CCCc2ccccc2)n(C)c1=O,-2%,-4%,0.9,8%,1,-24%,-8%,3%
BrC(=C\c1ccccc1)/C=N/Nc1nc(N2CCOCC2)nc(N2CCOCC2)n1,?,-1%,-0.1,20%,-1,-29%,-16%,-1%

# Assay outcomes (PubChem)
